Source: PubChem
Bcl-W Bim block – disrupts Bim peptide binding to human Bcl-W; bead-based flow cytometry; Q92843; actives 0.02% (n = 190,000); inhibition, % at 10 µM;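 further: 0% = bound tracer without compound and 100% = peptide blocker; higher means less fluorescent Bim peptide bound to Bcl-W beads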
Target sequence (Q92843 whole entry, looked up): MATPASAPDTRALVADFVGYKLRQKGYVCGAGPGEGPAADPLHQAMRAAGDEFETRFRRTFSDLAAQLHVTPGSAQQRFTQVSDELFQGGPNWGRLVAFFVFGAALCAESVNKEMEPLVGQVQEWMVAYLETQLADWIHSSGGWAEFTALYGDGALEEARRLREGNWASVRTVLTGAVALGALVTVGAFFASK
Bim-Bfl-1 – disrupts Bim binding to human Bfl-1; Q16548; Bead-based flow cytometry, Bim-Bfl-1 binding inhibition; inhibition, % at 10 µM; actives 0.12% (n = 190,000);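 further: 0% = wells without compound plus tracer and 100% = blocker peptide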
RGS4-Gao reg – human RGS4-Galphao interaction regulation | P09471 | AID 1415 | Multiplexed bead flow cytometry, RGS4-Galphao binding; actives lie on both sides | binding response (% of control), % at 10 µM | actives 0.33% (n = 220,000); in the data active means binding response below about 49% or above about 150%; inactive means in between;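 further: fluorescent Galphao activated with aluminum fluoride binding bead-coupled RGS4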
Target sequence (P09471 whole entry, looked up): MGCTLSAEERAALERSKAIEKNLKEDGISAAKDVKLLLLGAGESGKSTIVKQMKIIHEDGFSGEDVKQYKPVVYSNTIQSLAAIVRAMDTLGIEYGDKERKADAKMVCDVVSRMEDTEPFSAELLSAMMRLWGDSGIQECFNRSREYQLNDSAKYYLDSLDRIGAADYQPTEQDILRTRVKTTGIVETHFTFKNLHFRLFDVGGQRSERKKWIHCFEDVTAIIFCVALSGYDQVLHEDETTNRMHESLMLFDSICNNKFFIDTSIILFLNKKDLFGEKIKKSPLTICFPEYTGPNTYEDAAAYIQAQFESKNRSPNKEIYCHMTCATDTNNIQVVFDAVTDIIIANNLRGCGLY
ABCG2 inh – human ABCG2 inhibition, ABCB1 as counter-screen; IgMXP3 cells, JC-1 efflux, flow cytometry; inhibition, % at 6.6 µM; actives 0.1% (n = 190,000); AID 1325;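 active means inhibition above 80%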;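 further: 0% = DMSO and 100% = nicardipine control wells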
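Read-out basis: Efflux inhibition in percent versus controls | Test system: ABCG2 IgMXP3 and barcoded ABCB1 CCRF-Adr cell mix | Quantity: 3 million cells/mL in well | Schedule: 10 min at 25 °C | Control set: Nicardipine as high control, DMSO as low control | Reagent: JC-1 as fluorescent efflux pump substrate | Signal: Flow cytometry of retained JC-1 fluorescence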
Bim-Bcl-XL – human Bim-Bcl-XL interaction inhibition. actives 0.04% (n = 190,000). Q07817. AID 1007. inhibition, % at 10 µM. Bim peptide-Bcl-XL binding, bead flow cytometry, fluorescence
ABCB1 block – human ABCB1 inhibition, ABCG2 as counter-screen; P08183; CCRF-Adr cells, JC-1 efflux, flow cytometry; inhibition, % at 6.6 µM; actives 0.067% (n = 190,000); in the data active means inhibition above about 40%;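 further: 0% = vehicle and 100% = reference inhibitor; higher value means more JC-1 retained so stronger ABCB1 efflux block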
Bcl-B Bim block – human Bim-Bcl-B interaction inhibition; actives 0.073% (n = 190,000); bead-based flow cytometry, Bim peptide-Bcl-B binding; Q9HD36; inhibition, % at 10 µM;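 further: 0% = tracer peptide without compound and 100% = reference inhibitor peptide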
RGS8-Gao – modulates binding of RGS8 to human Galphao | P09471 | multiplexed bead flow cytometry; actives lie on both sides | response (percent of control binding), % at 10 µM | actives 0.34% (n = 220,000); in the data active means response below about 60% or above about 140%; inactive means in between;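 further: Galphao activated as the GDP aluminium fluoride complex binding bead-coupled RGS8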
Mcl-1 Bim block – inhibitors of Bim-Mcl-1 interaction, human; Q07820; Bead-based flow cytometry, Bim peptide-Mcl-1 binding; inhibition, % at 10 µM; actives 0.1% (n = 190,000); AID 1009;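 further: 0% = no compound tracer wells and 100% = peptide blocker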
Target sequence (Q07820 whole entry, looked up): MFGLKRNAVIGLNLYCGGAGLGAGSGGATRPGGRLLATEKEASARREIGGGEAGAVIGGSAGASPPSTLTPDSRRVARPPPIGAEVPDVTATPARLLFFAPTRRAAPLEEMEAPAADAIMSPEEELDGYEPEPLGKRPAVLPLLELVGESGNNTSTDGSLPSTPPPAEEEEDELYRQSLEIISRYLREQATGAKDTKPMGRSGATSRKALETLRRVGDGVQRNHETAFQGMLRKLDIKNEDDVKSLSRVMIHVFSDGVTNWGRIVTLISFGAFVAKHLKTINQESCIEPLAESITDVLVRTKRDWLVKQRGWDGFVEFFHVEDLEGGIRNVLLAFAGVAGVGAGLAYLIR
RGS7-Gao reg – regulators of human RGS7-Galphao interaction. Multiplexed bead flow cytometry, RGS7-Galphao binding; actives lie on both sides. binding response (% of control), % at 10 µM. actives 0.35% (n = 220,000). AID 1439; in the data active means binding response below about 49% or above about 150%; inconclusive means no clear call, values can overlap the other calls; inactive means in between;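 further: fluorescent Galphao held in activated GDP-AlF4 state binding bead-coupled RGS7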
Bim-Bcl-2 – human Bim-Bcl-2 interaction inhibition. P10415. Bead-based flow cytometry, Bim peptide-Bcl-2 binding. inhibition, % at 10 µM. actives 0.06% (n = 190,000). AID 950; in the data active means inhibition above about 40%; inconclusive means no clear call, values can overlap the other calls;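 further: 0% = no compound wells with probe peptide and 100% = reference peptide inhibitor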
Numbers without * were called inactive; ? = inconclusive; / = not tested or not shown. Unless noted, no stated cut-off is given here; in the data, active means inhibition above about 40%.

Below each compound: Bcl-W Bim block, Bim-Bfl-1, RGS4-Gao reg, ABCG2 inh, Bim-Bcl-XL, ABCB1 block, Bcl-B Bim block, RGS8-Gao, Mcl-1 Bim block, RGS7-Gao reg, Bim-Bcl-2
> COc1ccc(OC)c(NC(=S)NCc2ccccc2OC)c1
  -3, -5, 102, 3, -6, 0.1, -6, 99, -4, ?, 0
> Cc1oc2nc(SCCCC(=O)NCCO)nc(N)c2c1C
  0, -1, 97, 0, -1, 0.3, 0, 102, -1, 102, -4
> Cc1csc2nc(CSc3nc4ccccc4o3)cn12
  -1, -5, 97, 27, -3, 0.7, -7, 95, -4, 97, -7
> CCN(CC)S(=O)(=O)c1cc(C)ccc1SC
  -3, -1, 102, 3, -7, 0.0, -10, 102, -6, 103, -4
> CCOc1ccc(C(=O)NCC(=O)OCC(=O)N2CCCCC2)cc1
  3, -13, 100, 0, -9, -0.1, -30, 99, -89, 100, -17
> c1coc(Cn2c(SCc3nc4ccccc4[nH]3)nnc2-c2cnccn2)c1
  -1, -7, 101, 7, 4, 1.4, -12, 98, 0, 101, -10
> O=C(OCc1ccc([N+](=O)[O-])cc1)c1ccc(N2CCCC2)c([N+](=O)[O-])c1
  -6, -13, 91, 42, -6, 0.8, -8, 97, -3, 99, -6
> COc1ccc(CCNC(=O)Cc2ccc3c(c2)OCO3)cc1OC
  -2, -18, 97, 14, -7, 1.2, -8, 99, -17, 99, -5
> C=CCSC1=C(C#N)C(c2cccc(OC)c2)CC(=O)N1 (stereo unspecified)
  0, -8, 101, 2, 0, 0.2, -3, 101, 2, 99, 0
> CSc1nc(N)nc(SCC(=O)c2ccc(C)cc2)c1C#N
  1, 2, 97, 0, -1, -0.1, -3, 99, 0, 100, -4
> NC1=NC(=O)C2(COC(c3cccc([N+](=O)[O-])c3)OC2)S1 (stereo unspecified)
  2, -3, 99, 1, 0, 0.0, -3, 102, -2, ?, -1
> Cc1ccc(OCC(=O)NCCN2CCCC2)cc1
  1, -8, 107, 1, -5, 0.7, -6, 107, 0, 108, -7
> Cc1c(O)ccoc1=O
  2, 2, 89, 0, 5, -0.2, -5, 95, 1, 92, 0
> CN(C)c1nc(SCCOC(=O)COc2ccc(Cl)cc2Cl)nc(N(C)C)n1
  2, -12, 103, 2, -2, 0.6, -4, 103, 2, 105, -6
> CCC(Sc1nc(C)cc(=O)[nH]1)C(=O)Nc1ccc(Cl)cn1 (stereo unspecified)
  -1, -11, 101, 4, -7, 0.4, -9, 103, 0, 106, -7
> Nc1nc2n(n1)C(=O)CC(c1ccc(Cl)cc1)N2 (stereo unspecified)
  -1, -4, 105, -1, -4, -0.4, -6, 99, -3, 108, -2
> CC(C)(C)n1nnnc1C(c1cccs1)N(Cc1cccnc1)Cc1ccccc1Cl (stereo unspecified)
  -1, -8, 103, 3, -4, 2.5, -9, 101, -3, 105, -10
> O=C(NC1CCCc2ccccc21)c1ccc(Br)cc1 (stereo unspecified)
  -5, -3, 95, 44, -9, 0.7, -7, 99, -5, 97, -4
> CCOC(=O)C1CCN(Cc2ccc(F)c(F)c2)CC1
  -4, -19, 106, 4, -7, 0.2, -5, 106, -5, 106, -9
> Cc1[nH]n(C2=NCCS2)c(=O)c1N=Nc1cccc(C(F)(F)F)c1
  -4, -6, 99, 14, -1, 0.3, -4, 100, 0, 96, -1
> CCCCCC(/C=N/Nc1ccc(S(=O)(=O)N2CCOCC2)cc1[N+](=O)[O-])=C\c1ccccc1
  0, -13, 82, 1, -1, 0.3, 1, 90, 3, 87, -3
> CCOC(=O)N1CCC(NC(=O)c2cn(-c3ccc(OC)cc3)c(=O)c3ccccc23)CC1
  0, -11, 102, 11, -5, 20, -9, 100, -1, 101, -6
> C/C(=N\NC(=O)c1ccc(CN2CCOCC2)cc1)c1ccc(NC(=O)c2ccccc2)cc1
  1, -3, 103, 9, -2, 0.9, -10, 103, 1, 99, 1
> C=CCn1c(SCc2nc3sc4c(c3c(=O)[nH]2)CCCC4)nc2ccccc2c1=O
  -3, 1, 100, -3, -7, -0.9, -6, 101, -5, 104, 3
> COc1ccccc1C/C(N)=N/OC(=O)COc1cccc2ccccc12
  /, /, 101, 3, /, -0.1, /, 98, /, 105, ?
> O=C(CC(Cc1ccccc1)C(=O)O)NCCc1ccc2c(c1)OCO2 (stereo unspecified)
  0, -6, 102, 0, -3, -0.2, -7, 100, -3, 102, -4
> COc1nc(N(C)C)nc(N2CC(=O)N(CCNS(=O)(=O)c3ccc(C)cc3)C2=N)n1
  3, 1, 103, -1, 5, 0.1, 3, 104, 2, 104, -1
> Cc1cc(C)cc(C(=O)NC(=S)Nc2ccc3c(c2)OCCO3)c1
  3, -4, 98, 20, -5, 0.0, -2, 85, -2, 93, 0
> COc1ccc(OC)c(C(=O)/C=C/c2ccccc2C(F)(F)F)c1
  -2, -2, 102, 18, -2, 1.7, -1, 102, -2, 98, -3
> CC1Cc2ccccc2N1C(=O)Cn1cnc2ccccc21 (stereo unspecified)
  -3, 2, 105, 6, -4, 1.2, -2, 105, -2, 100, 0
> COc1cc(-c2noc(-c3cccs3)n2)cc(OC)c1OC
  -3, -13, 106, 49, -8, 1.4, -9, 107, -2, 106, -10
> CCC(=O)N1CCc2cc(S(=O)(=O)CCC(=O)Nc3ccc(CC)cc3)ccc21
  5, -6, 98, 1, 2, 0.2, -5, 100, 1, 102, -3
> COC(=O)c1sccc1NC(=O)Nc1cccc(C(C)=O)c1
  -3, 4, 101, 7, -2, -0.3, 1, 103, 1, 100, 0
> Cc1ccc(C2=C/C(=C/c3cccnc3)C(=O)O2)c(C)c1
  0, 0, 105, -8, 0, -0.7, 0, 101, -1, 101, 2
> Cc1nc2scc(-c3ccc(Cl)cc3)c2c(=O)n1N
  0, -3, 101, 17, 3, -0.6, 0, 101, 3, 102, 0
> COc1ccc(CCCc2nnc(SCC(=O)N/N=C\c3ccc(O)c(OC)c3)o2)cc1C
  1, 1, 87, 6, 2, 1.1, 3, 91, 3, 89, 1
> CC(C)(C)C1CCC(OCC(O)CN2CCN(c3ccccc3)CC2)CC1 (stereo unspecified)
  -1, 0, 103, 0, 0, -0.2, 0, 104, -3, 102, -1
> CCCCn1nnc(NC(=O)c2ccc(-c3ccccc3)cc2)n1
  3, -12, 102, 5, -6, 0.3, -8, 103, -2, 101, -6
> COc1ccc(N(C(=O)C2COc3ccccc3O2)C(C(=O)NC2CCCCC2)c2ccccc2)cc1OC (stereo unspecified)
  -3, -15, 103, 2, -7, 4.5, -6, 103, -4, 99, -8
> C/C(=N\NC(=O)Cc1ccc(Cl)cc1)c1ccccn1
  0, -1, 104, 0, 0, -0.1, 3, 115, 0, 105, -3
> Cc1cc(/C=C(\C#N)C(=O)Nc2ccccc2)c(C)n1-c1ccc2c(c1)OCO2
  -1, -9, 86, 3, 2, 0.5, -13, 98, -2, 90, -7
> CC(C(=O)NCC1(c2ccccc2)CCOCC1)N1CCOCC1 (stereo unspecified)
  0, -4, 99, -5, -2, -1.9, -1, 102, 0, 98, -2
> O=C(N/N=C\C=C\c1ccc2c(c1)OCO2)c1cccnc1
  -1, -6, 100, 2, -3, -0.6, -11, 99, 0, 98, -9
> NS(=O)(=O)c1ccc(NC(=O)C2(c3ccccc3)CCCC2)cc1
  0, -4, 102, 2, -2, 0.7, -2, 101, 4, 99, -1
> O=C1CC(C(=O)NCc2ccccc2)N=C(N2CCCCC2)N1 (stereo unspecified)
  0, -2, 102, 0, -4, 0.1, -3, 101, -2, 102, -5
> CCCCOc1ccc2ccccc2c1C=O
  -1, 0, 101, 6, 0, 2.0, 1, 102, 0, 101, 4
> CN(C)C(=O)c1cc2cc([N+](=O)[O-])ccc2s1
  -3, -19, 101, 12, -11, -0.1, -10, 102, -6, 97, -9
> CCN(CC)CCNC(=O)c1ccc(Sc2ccc(C)cc2)c(NC(C)=O)c1
  -3, -6, 98, 0, -1, -0.1, -4, 103, -2, 99, -3
> COc1cc(-c2nc3cnccn3c2Nc2ccc(C(C)C)cc2)ccc1O
  -1, -1, 104, 3, -5, 2.7, -3, 103, -3, 102, -3
> O=C1c2ccccc2C(=O)N1CCn1nc(Cl)nc1Cl
  -2, -1, 100, 3, 0, 0.3, 2, 102, 0, 101, 0
> CC(C)n1c(N2CCN(C(=O)c3cccs3)CC2)nc2ccccc21
  1, 2, 99, 4, 2, 1.0, 6, 100, 2, 97, 4
> CC(=O)Nc1cccc(-c2nnc(SCc3ccccc3C#N)n2C)c1
  -2, 0, 94, 0, -6, 0.0, 0, 95, -3, 97, 2
> CCCOC(=O)c1ccc(NC(=O)C(=O)NCC2CCCO2)cc1 (stereo unspecified)
  -2, -19, 104, 54, -2, 1.1, -6, 107, -3, 106, -5
> Cc1ccc(C)c(N2CCN(S(=O)(=O)c3ccc4c(c3)oc(=O)n4C)CC2)c1
  -3, -13, 106, 8, -6, 6.7, -9, 91, -7, 99, -12
> O=C(Nc1ccc2c(c1)OCCO2)c1c(F)cccc1F
  -1, -15, 100, 29, -7, 0.5, -8, 102, -1, 104, -6
> CCOC(=O)CSc1nnc(CNC(=O)c2ccc(S(=O)(=O)N3CCCCC3)cc2)n1C
  4, -11, 100, 0, 2, 0.2, -6, 101, -1, 101, -4
> N#Cc1nc(-c2ccco2)oc1N1CCN(C(c2ccccc2)c2ccccc2)CC1
  -7, -5, 98, 0, -5, 0.2, -2, 100, -6, 97, -5

Arranged by value in Bim-Bfl-1 (largest number first): 3 from the list above.
Compound | Bim-Bfl-1
CC(C)n1c(N2CCN(C(=O)c3cccs3)CC2)nc2ccccc21 | 2
CC(=O)Nc1cccc(-c2nnc(SCc3ccccc3C#N)n2C)c1 | 0
Cc1ccc(C)c(N2CCN(S(=O)(=O)c3ccc4c(c3)oc(=O)n4C)CC2)c1 | -13
